Bfl-1 displacement: Bfl-1 inhibitors, primary screen, biochemical, fluorescence polarization, FITC-Bid, mouse (AID 432); displacement, % at 20 µM, or IC50 in µM where a hit was titrated; 64,000 tested, 0.02% active; FITC-Bid BH3 peptide fluorescence polarization displacement; higher % means a stronger effect; in the data active = a potency from the dose series; inactive = the rest, 99 in 100 with displacement below about 15%; note: strong numbers were not always called active
DPM-DC inhibit: S. pneumoniae DPM-DC inhibition. AID 556. calls only at 10 µM. 65,000 tested, 0.49% active. purified DPM-DC, PK/LDH coupled NADH fluorescence;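 active = the 320 compounds with the highest percent inhibition in the single-dose primary screen, excluding strongly autofluorescent ones, cut at about 32% in these data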;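 note: kinetic rate of NADH fluorescence loss reporting ADP formed by the decarboxylase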
KRASV12 cytotoxicity: cytotoxicity in KRAS-transformed pancreatic duct cells, primary screen, cell-based, fluorescence, HTS (AID 431). HPDE-C7K KRASV12 cells, Alamar Blue viability, 48 h; higher % means a stronger effect. 63,000 tested, 1.7% active. cytotoxicity, % at 10 µM, or EC50 in µM where a hit was titrated;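 active = compounds whose percent cytotoxicity in the single-dose primary screen, scaled between solvent and toxic-drug controls, exceeds 50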;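 note: 0% = DMSO solvent wells and 100% = doxorubicin-treated wells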
HPDE-C7 cytotoxicity: cytotoxicity in HPDE-C7 cells, cell-based, fluorescence, HTS (AID 430). HPDE-C7 pancreatic duct cells viability, fluorescence; higher % means a stronger effect. one-dose cytotoxicity, % at 10 µM; EC50 in µM for titrated hits. 63,000 tested, 1.8% active;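 note: cells exposed to compound for 48 hours before viability readout; 0% = vehicle and 100% = reference cytotoxic drug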
Spn MK inh: blocks S. pneumoniae mevalonate kinase. AID 555. inhibition, % at 10 µM. purified MK, PK/LDH-coupled NADH absorbance 340 nm. 65,000 tested, 0.48% active;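 active = ranked among the strongest by inhibition in the single 10 µM screen, a fixed top-ranked set picked for dose follow-up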; note: no value below 0 was filed
TNAP inhibition: human TNAP enzyme inhibitors, biochemical, luminescent (AID 518); 64,000 tested, 0.09% active; purified TNAP enzyme, luminescent substrate readout; higher % means a stronger effect; inhibition, % at 20 µM, or IC50 in µM where a hit was titrated; in the data active = a potency from the dose series; inactive = the rest, 99 in 100 with inhibition below about 22%;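 note: plate controls were vehicle for no effect and reference inhibitor for full effect; many of its hits are not listed in these tables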
PMK inhibit: S. pneumoniae PMK inhibition; purified PMK, PK/LDH-coupled NADH absorbance 340 nm; inhibition, % at 10 µM; 65,000 tested, 0.49% active; AID 539;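 active = top-ranked compounds by inhibition in the single 10 µM screen, taking a fixed number of the strongest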;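 note: 0% = full reaction with DMSO carrier and 100% = background rate without enzyme reaction; no value below 0 was filed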
LYP inhibition: LYP phosphatase inhibitors, primary screen, biochemical, DiFMUP fluorescence, recombinant catalytic domain, 10 µM (AID 606); recombinant LYP catalytic domain, DiFMUP fluorescence; higher % means a stronger effect; one-dose inhibition, % at 10 µM; IC50 in µM for titrated hits; 52,000 tested, under 10 active;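 active = IC50 under 40 µM in the dose-response test; inactive = IC50 of 40 µM or more, or never dose-tested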
HT1080 cytotoxicity: HT1080 cell viability loss – fluorescence readout (AID 620) | HT1080 viability, fluorescence; higher % means a stronger effect | cytotoxicity, % at 10 µM, or EC50 in µM where a hit was titrated | 87,000 tested, 0.42% active;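 note: cells exposed to compound overnight then 4 h with Alamar Blue; 0% = vehicle DMSO and 100% = killing control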
PMK inhibit pilot replicates: further read-out of PMK inhibit, marked with its call; inhibition, %; measured here: pilot screen replicates
Spn MK inh pilot replicates: also measured in Spn MK inh; calls as there; inhibition, %; measured here: pilot screen replicates
DPM-DC inhibit pilot screen %: recorded beside DPM-DC inhibit, whose call it bears; inhibition, %; measured here: pilot screen trials
* marks the source's active call; other numbers are inactive results; i = inactive; nt = not tested or not shown. Cut-off read from the data, not from the text of the source, unless noted: active = cytotoxicity above about 50%; inactive = the rest.

SMILES | Bfl-1 displacement | DPM-DC inhibit | KRASV12 cytotoxicity | HPDE-C7 cytotoxicity | Spn MK inh | TNAP inhibition | PMK inhibit | LYP inhibition | HT1080 cytotoxicity | others
COCON1C(=O)CN(C(C)=O)C1c1ccc(Cl)cc1Cl (stereo not drawn) | 6.6% | i | -4.1% | -6.9% | 0.0 | 8.6% | 15.0 | nt | 3.4%
Cc1ccc(S(=O)(=O)NCC(=O)NC2CCCCCC2)cc1 | 4.3% | i | -1.2% | -19.4% | 8.0 | 10.3% | 5.0 | 3.9% | 3.9%
Cc1nc(CN2CCN(C(=O)NC3(c4ccccc4)CC3)CC2)cs1 | -0.8% | i | -4.3% | -16.9% | 5.0 | 8.8% | 12.0 | 7.5% | 5.1%
Cc1ccc(OCCn2nc3ccccc3n2)c(C)c1 | -4.9% | i | 4.7% | -1.3% | 8.0 | -2.3% | 2.0 | 11.5% | 2.4%
Cc1cc(C)n(-c2nc3ccccc3nc2Nc2ccc3[nH]c(=O)[nH]c3c2)n1 | 10.7% | i | 14.0% | 3.3% | 19.0 | 13.5% | 7.0 | 0.2% | -3.7%
CCOC(=O)C1CCCN(CCC(=O)Nc2c(C(=O)OC)[nH]c3cc(OC)ccc23)C1 (stereo not drawn) | -5.4% | i | 12.8% | 4.4% | 7.0 | 11.9% | 8.0 | 5.8% | -6.3%
CCCCNC(=O)CSc1nccn1Cc1ccccc1 | -8.1% | i | 28.3% | 0.0% | 2.0 | 10.1% | 0.0 | nt | -2.6%
CC(=O)c1cccc(NC(=O)COc2ccccc2)c1 | 0.6% | i | 7.9% | -2.1% | 6.0 | 6.7% | 8.0 | -8.3% | -2.2%
Cc1ccc(C(=O)Cn2c(NCCO)nc3ccccc32)cc1 | 4.1% | i | 5.6% | 7.7% | 0.0 | 4.9% | 14.0 | 9.6% | -1.3%
O=C(CSc1ccc(Cl)cc1)N1CCOCC1 | -8.1% | i | -1.0% | -1.3% | 3.0 | 10.0% | 11.0 | -7.2% | 5.9%
C=CCNc1nc2c(c(=O)n(C)c(=O)n2C)n1Cc1ccc(F)cc1 | -1.5% | i | 8.6% | 2.7% | 3.0 | 5.6% | 2.0 | 6.8% | 0.7%
CCNC(=O)CC1C(=O)N(c2ccccc2)C(=O)N1Cc1ccc(OC)cc1 (stereo not drawn) | 0.2% | i | -19.7% | -15.1% | 7.0 | 4.5% | 8.0 | nt | 8.9% | PMK inhibit pilot replicates=0.0;Spn MK inh pilot replicates=1.0;DPM-DC inhibit pilot screen %=0.0
O=C(NCc1cccs1)c1ccncc1 | -5.1% | i | -0.2% | -11.9% | 10.0 | 2.8% | 4.0 | 5.7% | -0.8%
CCC(C)C(NC(=O)OC(C)(C)C)C(=O)NCc1ccco1 (stereo not drawn) | 1.8% | i | 5.3% | 8.3% | 0.0 | 7.8% | 12.0 | -0.2% | -2.3%
O=C(NCc1cccnc1)Nc1ccc(F)cc1F | -11.4% | i | -6.9% | -4.2% | 1.0 | 8.8% | 2.0 | -2.2% | 2.7%
COc1ccc(S(=O)(=O)N2CCC(C(=O)c3ccc4c(c3)OCCO4)CC2)cc1 | -1.6% | i | 3.1% | -5.8% | 3.0 | 10.3% | 10.0 | 14.6% | 2.1% | PMK inhibit pilot replicates=0.0;Spn MK inh pilot replicates=0.0;DPM-DC inhibit pilot screen %=0.0
CC1(C(=O)NC2CCCC2)CCC(=O)N1CCC1=CCCCC1 (stereo not drawn) | -5.3% | i | -21.1% | -43.6% | 4.0 | -4.8% | 11.0 | 1.5% | 3.9%
Cc1cc(=O)[nH]c(SCC(=O)Nc2nnc(CC(C)C)s2)n1 | -4.0% | i | 0.4% | 6.7% | 5.0 | 15.1% | 6.0 | nt | 1.7%
O=C(c1ccc(NC2=NC3CS(=O)(=O)CC3S2)cc1)N1CCN(C(=O)c2ccco2)CC1 (stereo not drawn) | -3.4% | i | 7.4% | -4.6% | 2.0 | 13.8% | 1.0 | nt | 1.1%
O=C(Nc1ccc(F)cc1F)NC1CC(=O)N(Cc2ccccc2)C1 (stereo not drawn) | 9.1% | i | 7.2% | 5.5% | 10.0 | 15.7% | 7.0 | 3.1% | -0.1% | PMK inhibit pilot replicates=0.0;Spn MK inh pilot replicates=0.0;DPM-DC inhibit pilot screen %=0.0
CCOC(=O)N1CCC(NC(=O)CSCc2nc(-c3ccc(OC)c(OC)c3)oc2C)CC1 | -3.6% | i | 3.5% | -12.1% | 0.0 | 8.8% | 23.0 | nt | -6.3%
CCN(CC)c1cccc(OCC(=O)N(C)CCC#N)c1 | -8.1% | i | 6.8% | 0.5% | 0.0 | 2.8% | 13.0 | 7.5% | -4.0%
Cc1ccc(NC(=O)C2CCN(C(=O)NC3CCCCC3)CC2)cc1Cl | -5.6% | i | -2.7% | -2.5% | 7.0 | 10.0% | 15.0 | nt | 16.1%
COc1ccc(C2c3c(oc4ccccc4c3=O)C(=O)N2c2ccccn2)cc1 (stereo not drawn) | -1.9% | i | 11.4% | 6.8% | 4.0 | 2.6% | 4.0 | -4.5% | -2.5%
Cc1ccc(S(=O)(=O)N2CCN(c3nc(C)c4c(c3C#N)CC(C)(C)OC4)CC2)cc1 | 8.0% | i | 7.9% | 12.0% | 8.0 | 9.3% | 5.0 | -7.1% | -12.9%
COc1ccc(-c2cc(=O)[nH]c(=O)[nH]2)cc1 | 7.0% | i | -6.3% | -3.0% | 0.0 | 9.3% | 3.0 | -3.3% | 0.1%
O=C(COC(=O)c1ccc(NS(=O)(=O)c2ccc3c(c2)OCCO3)cc1)NCC1CCCO1 (stereo not drawn) | -1.9% | i | 9.5% | -1.9% | 1.0 | 2.2% | 9.0 | 9.1% | 5.7% | PMK inhibit pilot replicates=3.5;Spn MK inh pilot replicates=2.0;DPM-DC inhibit pilot screen %=1.5
CCc1ccc2oc(-c3cc(N)ccc3O)nc2c1 | 5.6% | i | 7.1% | -2.4% | 7.0 | -0.9% | 5.0 | -5.6% | 11.6%
CC(C)C(=O)Nc1cccc(NC(=O)c2cccnc2)c1 | 8.2% | i | -10.2% | -3.2% | 6.0 | 11.0% | 8.0 | -4.5% | -5.9% | PMK inhibit pilot replicates=1.5;Spn MK inh pilot replicates=0.0;DPM-DC inhibit pilot screen %=0.0
O=C(O)CCSc1ccc2ccccc2n1 | 2.4% | i | -1.8% | -8.8% | 6.0 | 8.4% | 7.0 | 10.1% | -4.1%
CCOC(=O)C1CCCN(C(=O)c2cc3nc(-c4cccc(OC)c4)cc(C(F)(F)F)n3n2)C1 (stereo not drawn) | -3.0% | i | 13.0% | 3.2% | 12.0 | 9.7% | 8.0 | 4.6% | -2.7%
COc1ccc2[nH]c(C)c(C(=O)CN(C)C)c2c1 | -1.5% | i | -12.5% | -1.5% | 0.0 | 4.7% | 13.0 | nt | 9.1%
O=C(CCCC(=O)N(CC(=O)NC1CCCCC1)Cc1ccc2c(c1)OCO2)Nc1ccccn1 | -4.1% | i | -24.8% | 2.3% | 3.0 | 2.9% | 14.0 | 16.4% | -1.3% | PMK inhibit pilot replicates=0.0;Spn MK inh pilot replicates=1.5;DPM-DC inhibit pilot screen %=0.0
O=C(Nc1cc(C(F)(F)F)ccc1N1CCOCC1)c1cccnc1 | -1.0% | i | 2.2% | 4.3% | 0.0 | 14.7% | 0.0 | 10.2% | 0.7%
Cc1cccc(C)c1NC(=O)CSCC(=O)O | 1.1% | i | -8.8% | 4.1% | 1.0 | -0.9% | 9.0 | -0.8% | -1.2%
CCOc1cc(/C=N/n2cnnc2)ccc1OCC(=O)Nc1ccccc1OC | 3.4% | i | -1.2% | 7.2% | 3.0 | 4.2% | 8.0 | 1.3% | 3.9%

Three entries drawn at random from those above, as already listed:
SMILES | Bfl-1 displacement | DPM-DC inhibit | KRASV12 cytotoxicity | HPDE-C7 cytotoxicity | Spn MK inh | TNAP inhibition | PMK inhibit | LYP inhibition | HT1080 cytotoxicity | others
Cc1ccc(OCCn2nc3ccccc3n2)c(C)c1 | -4.9% | i | 4.7% | -1.3% | 8.0 | -2.3% | 2.0 | 11.5% | 2.4%
COc1ccc(S(=O)(=O)N2CCC(C(=O)c3ccc4c(c3)OCCO4)CC2)cc1 | -1.6% | i | 3.1% | -5.8% | 3.0 | 10.3% | 10.0 | 14.6% | 2.1% | PMK inhibit pilot replicates=0.0;Spn MK inh pilot replicates=0.0;DPM-DC inhibit pilot screen %=0.0
O=C(Nc1ccc(F)cc1F)NC1CC(=O)N(Cc2ccccc2)C1 (stereo not drawn) | 9.1% | i | 7.2% | 5.5% | 10.0 | 15.7% | 7.0 | 3.1% | -0.1% | PMK inhibit pilot replicates=0.0;Spn MK inh pilot replicates=0.0;DPM-DC inhibit pilot screen %=0.0

(list continues)
SMILES | Bfl-1 displacement | DPM-DC inhibit | KRASV12 cytotoxicity | HPDE-C7 cytotoxicity | Spn MK inh | TNAP inhibition | PMK inhibit | LYP inhibition | HT1080 cytotoxicity | others
CCc1ccc(NC(=O)CSc2nc3ccccc3c(=O)n2CCN2CCOCC2)cc1 | 1.8% | i | -13.3% | -15.2% | 2.0 | 6.6% | 15.0 | nt | -0.3%
O=S(N1CCCCCC1)C12CC3CC(CC(C3)C1)C2 (stereo not drawn) | -10.2% | i | 3.4% | 3.7% | 5.0 | 5.7% | 0.0 | -2.4% | -7.9%
CC1(C)CC(=O)NC=C(c2ccccc2)C1 | 2.3% | i | -7.3% | -10.4% | 7.0 | 9.0% | 0.0 | -3.7% | 2.0%
O=C(NCc1ccco1)c1ccc2c(c1)C(=O)c1ccccc1-2 | 8.4% | i | 5.3% | -3.2% | 3.0 | 6.5% | 4.0 | -1.2% | 4.1%
CCOc1ccc2cc(C#N)c(SCC(=O)OC)nc2c1 | 3.3% | i | 8.6% | -5.9% | 5.0 | 14.7% | 13.0 | 1.4% | 2.6%
CSc1nc(N)nc(SCCS(=O)(=O)c2ccc(Cl)cc2)c1C#N | -4.1% | i | -9.2% | -10.7% | 5.0 | 12.6% | 6.0 | 3.0% | -0.2% | PMK inhibit pilot replicates=5.0;Spn MK inh pilot replicates=0.0;DPM-DC inhibit pilot screen %=1.0
O=c1[nH]c2c(s1)C(c1ccco1)C1C3CCC(C3)C1S2 (stereo not drawn) | -0.3% | i | -11.0% | -2.5% | 10.0 | 10.4% | 0.0 | -4.7% | -1.5% | PMK inhibit pilot replicates=1.5;Spn MK inh pilot replicates=3.0;DPM-DC inhibit pilot screen %=0.0
COCCN(C(=O)c1cccc(OC)c1)c1nnc(-c2ccncc2)s1 | 4.0% | i | -3.7% | -1.8% | 10.0 | 2.4% | 18.0 | 9.5% | 2.2%
CCOC(=O)Cc1cc(=O)c2c(=O)n(-c3ccccc3)[nH]c2[nH]1 | -10.1% | i | 4.5% | -1.4% | 3.0 | 10.3% | 13.0 | nt | -2.6%
Cc1ccc(S(=O)(=O)CC(c2ccccc2)N2CCOCC2)cc1 (stereo not drawn) | -8.8% | i | -3.6% | -2.3% | 0.0 | 0.9% | 0.0 | 5.1% | 8.4%
O=C(Nc1ccc(Cl)c(Cl)c1)c1ccncc1 | 0.1% | i | 9.0% | 0.2% | 5.0 | 16.1% | 3.0 | 10.2% | nt
O=C(CC1(O)C(=O)N(Cc2ccccc2)c2ccccc21)c1ccncc1 (stereo not drawn) | -4.4% | i | -17.1% | -3.3% | 0.0 | 11.2% | 5.0 | nt | -23.9%

Rows are unselected; overall some 3.5% were active at least once.
